Screening results from PubChem BioAssay.
ABHD4 inh: inhibitors of mouse ABHD4. purified mABHD4, FP-Rh probe fluorescence polarization. inhibition, % at 8.92 µM. 0.54% of 370,000 active;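 active = inhibition exceeding the mean over every tested compound plus 3 SD, cut at about 30% in these data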;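 also: 0% = plate median of compound wells and 100% = S159A mutant with DMSO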
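Test system: mABHD4 protein; Read-out basis: % inhibition; Incubation: 45 min + 60 min at 25 °C; Repeats: single replicate; Technique: fluorescence polarization with parallel and perpendicular emission, 525/598 nm; Compound: 8.92 µM, single dose; Benchmarks: full inhibition S159A mutant plus DMSO, zero as sample-well median.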
PRMT1 FP inh: inhibitors of human PRMT1. Q99873. recombinant PRMT1, activity-based probe fluorescence polarization. inhibition, % at 2.79 µM. 1.3% of 370,000 active. AID 652257;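 active = inhibition above about 21% made by adding two undisclosed values, limit read from the data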
Target sequence (Q99873 whole entry, looked up): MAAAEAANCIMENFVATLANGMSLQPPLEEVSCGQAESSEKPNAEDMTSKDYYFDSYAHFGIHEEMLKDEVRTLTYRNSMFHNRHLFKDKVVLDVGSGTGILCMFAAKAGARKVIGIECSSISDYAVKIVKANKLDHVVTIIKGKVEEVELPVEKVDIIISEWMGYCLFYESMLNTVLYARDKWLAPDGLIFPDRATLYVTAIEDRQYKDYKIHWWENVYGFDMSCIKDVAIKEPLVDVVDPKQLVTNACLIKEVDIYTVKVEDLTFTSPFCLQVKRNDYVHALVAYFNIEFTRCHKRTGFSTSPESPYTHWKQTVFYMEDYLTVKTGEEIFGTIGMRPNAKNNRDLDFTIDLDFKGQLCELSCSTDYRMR
rCAG binder: binds r(CAG) RNA repeats | r(CAG) RNA repeat, TO-PRO-1 dye displacement fluorescence | inhibition, % at 3 µM | 1.3% of 370,000 active | AID 651821;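 active = inhibition above the plate cutoff, the mean of all test compounds on that plate plus 3 SD, cut at about 35% in these data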;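 also: 0% = DMSO alone and 100% = 100 µM mitoxantrone as full dye displacement; higher means more dye released from RNA so lower well fluorescence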
HTRA1 inhibitor: inhibitors of human serine peptidase HTRA1. recombinant HTRA1, FP-rhodamine activity-based probe, fluorescence polarization. 0.5% of 340,000 active. inhibition, % at 5.96 µM; in the data active = inhibition above about 36%;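 also: 0% = enzyme with DMSO and 100% = wells lacking enzyme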
UHRF1 binding: UHRF1 methyl-DNA binding inhibition. Q96T88. UHRF1 binding to methylated oligo, TR-FRET. 0.75% of 370,000 active. inhibition, % at 4.4 µM; in the data active = inhibition above about 21%;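 also: UHRF1 SRA domain binding a hemimethylated CpG hairpin DNA probe; 0% = median of test compound wells and 100% = reference inhibitor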
SIAE inh: inhibitors of human sialic acid acetylesterase SIAE; Q9HAT2; inhibition, % at 9.66 µM; 0.69% of 370,000 active; SIAE FP-Rh probe binding, fluorescence polarization;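 active = inhibition above a cutoff: mean of compounds within the control limits plus 3 SD of those, cut at about 17% in these data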;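 also: 0% = plate median of compound wells and 100% = probe without SIAE protein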
Target sequence (Q9HAT2 whole entry, looked up): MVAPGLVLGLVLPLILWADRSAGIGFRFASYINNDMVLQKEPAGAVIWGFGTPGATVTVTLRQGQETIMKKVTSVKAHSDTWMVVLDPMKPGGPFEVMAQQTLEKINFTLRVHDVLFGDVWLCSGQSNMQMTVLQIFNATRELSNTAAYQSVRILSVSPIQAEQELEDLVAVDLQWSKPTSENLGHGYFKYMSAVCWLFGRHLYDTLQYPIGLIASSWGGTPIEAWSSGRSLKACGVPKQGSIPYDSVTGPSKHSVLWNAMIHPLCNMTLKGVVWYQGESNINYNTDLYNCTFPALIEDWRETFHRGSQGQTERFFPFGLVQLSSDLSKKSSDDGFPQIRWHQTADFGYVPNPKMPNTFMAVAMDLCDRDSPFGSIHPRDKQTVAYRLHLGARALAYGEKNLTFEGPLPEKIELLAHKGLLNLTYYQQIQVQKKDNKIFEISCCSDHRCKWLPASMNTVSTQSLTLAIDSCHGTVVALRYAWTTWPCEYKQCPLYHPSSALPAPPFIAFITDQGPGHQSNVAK
NPR1 activator: GC-A (human) enzyme activation. 0.14% of 370,000 active. HEK293 GC-A cells, cGMP TR-FRET, EC30 ANP; 0% at EC30 ANP, 100% saturating ANP. AID 1671463. activation, % at 10 µM. P16066; in the data active = activation above about 40%
MBD2 DNA inh: inhibitors of human MBD2 binding to methylated oligonucleotide; Q9UBB5; TR-FRET; inhibition, % at 4.4 µM; 0.31% of 370,000 active; AID 686964; in the data active = inhibition above about 13%
TCR CD3 inh: inhibitors of human TCR-CD3 interaction | TAMRA-labeled TCR probe fluorescence, biochemical | inhibition, % at 9.4 µM | 0.37% of 360,000 active; in the data active = inhibition above about 19%;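 also: recombinant mutant TCR 2C K166C tagged with TAMRA read by polarization; 0% = receptor in buffer alone and 100% = receptor with positive control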
NPR2 activator: GC-B (human) receptor activation | P20594 | HEK293-GC-B cells, CNP EC30, cGMP TR-FRET; 0% at EC30 CNP, 100% saturating CNP | activation, % at 10 µM | 0.11% of 370,000 active;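 active = activation at 10 µM reaching about 35% in either raw or pattern-adjusted values, limit read from the data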
The depositor's hits bear a star; nt = not tested or not shown. An excerpt (hit frequency here may not be typical).

Every second line gives: ABHD4 inh	PRMT1 FP inh	rCAG binder	HTRA1 inhibitor	UHRF1 binding	SIAE inh	NPR1 activator	MBD2 DNA inh	TCR CD3 inh	NPR2 activator
- C#CCSC1=C(C#N)C(c2cccs2)C(C(=O)OCC)=C(C)N1 (stereo unspecified)
    -5	10	16	-26	-3	-6	-5	1	4	-5
- COc1cc(NC(=O)C2CCCN(c3ncccn3)C2)cc(OC)c1 (stereo unspecified)
    -2	0	0	2	-1	-2	-4	-1	0	-8
- CC(C)(C)NC(=O)COc1ccc(CNc2ccc3[nH]c(=O)[nH]c3c2)cc1
    26	36*	8	8	2	6	-8	-1	6	-1
- Cc1nc2cc(NC(=O)CS(=O)(=O)c3ccccc3)ccc2s1
    3	2	-1	-2	4	0	-1	-2	1	-2
- O=C(NN=Cc1ccccc1OC(F)F)c1cccc(S(=O)(=O)N2CCCC2)c1
    -6	1	1	-6	2	-4	-3	-2	-3	-1
- O=C1c2cccc3c([N+](=O)[O-])ccc(c23)C(=O)N1c1nccs1
    8	8	2	1	-13	4	28	-13	-2	21
- CC(NC(=O)CCC(=O)c1cccs1)c1ccccc1 (stereo unspecified)
    1	3	6	-1	0	2	2	2	7	2
- CC(Nc1ccc(Cl)c(Cl)c1)C(=O)NN (stereo unspecified)
    8	-4	1	-2	1	-4	-1	2	4	-1
- COc1cc(-c2nnc3sc(-c4ccncc4)nn23)cc(OC)c1OC
    0	10	3	0	0	6	9	-4	2	13
- O=C(NCc1cccnc1)C(=O)Nc1nc2ccccc2s1
    1	-1	-3	3	1	-5	4	5	9	0
- CCCCc1c(C)c(C#N)c2nc3ccccc3n2c1NCCN(C)C
    -1	4	-5	-8	1	-4	11	-4	-6	5
- COc1ccc(N(CC(=O)N2CCCCCC2)S(=O)(=O)c2c(C)[nH]c(=O)[nH]c2=O)cc1
    8	0	4	-2	-2	9	4	-5	5	0
- COc1cc2nc(C3CCC3)n(NC(=O)C(OC(C)=O)c3ccccc3)c(=O)c2cc1OC (stereo unspecified)
    0	-2	1	0	0	2	0	0	5	2
- CC(C)(C)c1cn(-c2ccccc2)c(=S)[nH]1
    6	6	-3	8	-1	-1	5	5	4	6
- O=C(COC(=O)c1ccc(Cl)nc1)Nc1nnc(-c2ccccc2)o1
    8	-3	9	3	-4	0	-3	1	5	-2
- CCOC(=O)c1ccc(NC(=O)c2nc[nH]c2C(=O)NC[C@@H](C)O)cc1
    -3	0	2	-11	-1	-18	5	1	10	1
- OC(c1cccc(OCc2ccccc2)c1)c1nnc(-c2ccccc2)o1 (stereo unspecified)
    -11	1	3	-37	4	-7	1	5	-6	-2
- O=c1c2c([nH]n1-c1ccccc1)CCSC2
    2	6	10	-2	-7	8	-4	2	-6	-4
- Cc1cc(Nc2ccc(C(=O)O)cc2)nc(N)n1
    6	2	-5	-1	-2	-1	1	3	-7	3
- CCc1ccc(C(=O)c2cncc(Br)c2)cc1
    8	-3	-4	4	-2	0	7	-6	5	3
- O=C(O)c1cc(S(=O)(=O)N(Cc2ccccc2)c2ccccc2)ccc1Cl
    5	5	17	-6	1	2	4	3	-4	-1
- COc1ccc(N2CCN(C(=O)c3ccc4c(Cl)c5c(nc4c3)CCCC5)CC2)cc1
    9	3	10	7	-4	9	3	-2	-1	4
- CSC[C@H](NC(=O)COc1cc2c(c3oc(=O)c(C)c(C)c13)CCC(C)(C)O2)C(=O)O
    -2	1	24	1	1	4	2	-1	-3	1
- CCCOc1ccc(/C=C/C(=O)Nc2ccc([N+](=O)[O-])cc2C)cc1OC
    -6	-3	5	-4	-3	1	-6	-2	2	-5
- Nc1nc2c(ncn2[C@@H]2O[C@H](C(=O)NC3CCCCC3)[C@@H](O)[C@H]2O)c(=O)[nH]1
    -2	0	1	nt	-1	49*	14	1	-3	20
- Cc1cc(C)n2nc3nc4c(cc3c2n1)CCCC4
    4	5	-2	34	-2	0	4	-3	8	1
- COc1c(C(=O)NNC(=O)c2ccccc2)csc1Br
    2	-4	0	7	3	3	3	-6	3	-1
- O=C(c1cnn(C(=O)c2ccco2)c1)c1cc(Cl)cc(Cl)c1O
    1	-2	5	4	-2	5	3	-2	1	5
- COC(=O)c1c(NC(=O)CN2CCCc3ccccc32)sc(C)c1C
    1	-2	-1	-2	-1	2	-11	-1	5	-9
- CC(=O)NC12CC3CC(C1)CC(C(=O)OCC(=O)c1cc(C)n(C)c1C)(C3)C2
    1	-1	0	-3	-2	2	-3	-2	7	3

(more compounds)
Every second line gives: ABHD4 inh	PRMT1 FP inh	rCAG binder	HTRA1 inhibitor	UHRF1 binding	SIAE inh	NPR1 activator	MBD2 DNA inh	TCR CD3 inh	NPR2 activator
- COC(=O)C1=C(C)N(c2ccc(C)cc2)/C(=C/c2ccc(O)cc2)C1=O
    4	3	3	2	2	1	6	1	-5	-4
- CCC(=O)N(Cc1cc2cc(OC)ccc2[nH]c1=O)c1cc(C)ccc1C
    0	0	-8	8	2	-1	-39	2	-6	-19
- Cc1cccc(NC(=O)CN(C)S(=O)(=O)c2cccc3cccnc23)c1C
    -5	-1	-2	3	0	5	-3	1	6	3
- CC(C)(C)c1ccc(-c2nc3n(c(=O)c2C#N)CCS3)cc1
    -8	3	3	-5	-1	1	-1	1	-5	-4
- O=C1c2ccccc2C(=O)N1CCOc1ccc(F)cc1
    1	-1	-5	4	-3	4	-10	-6	0	-3
- Cc1occc1C(=O)NCCc1ccc(Cl)cc1
    -6	0	3	1	-3	0	-11	-3	5	-13
- CCCCc1ccc(NC(=O)COC(=O)c2ccc3ncsc3c2)cc1
    -12	4	3	-10	1	-15	-7	1	4	-5
- CCCCc1cc(=O)oc2cc(OC3CCCCC3=O)ccc12 (stereo unspecified)
    2	3	3	0	0	6	4	-6	-1	0
- Cc1csc(SCC(=O)Nc2ccc(F)cc2Cl)n1
    -2	0	0	-5	0	-3	4	-3	7	0
- COC(=O)CSc1nc2c(c(=O)[nH]c(=O)n2C)n1CCC(C)C
    11	-2	0	1	-3	2	-3	1	7	-6
- CCOc1cc2[nH]c(=S)n(C3CCN(Cc4ccccc4)CC3)c(=O)c2cc1OCC
    4	2	-3	-6	3	2	0	2	9	1
- CNc1cncc(-c2ccccc2NC(C)=O)n1
    1	2	-1	nt	1	6	2	5	-4	-1
- Cc1cnc(C(=O)OC(C)C(=O)NCc2ccccc2)cn1 (stereo unspecified)
    4	2	-1	-5	2	-2	2	-6	-1	-1
- O=C(OCC(=O)N1CCc2ccccc2C1)c1ccc(OC(F)F)cc1
    -2	1	2	-14	6	1	-2	8	-8	4
- Cc1ccc(C)c(NS(=O)(=O)c2cc(C(=O)N3CCc4ccccc4C3)ccc2Cl)c1
    -19	1	2	-42	-1	-3	-8	-4	4	2
- COc1ccc(-c2c(C)c3ccc(O)cc3oc2=O)cc1
    -7	1	6	-3	-2	-4	8	-1	9	-5
- CN(CC(=O)Nc1ccccc1Br)C(=O)CCC1CCCC1
    1	4	-8	-6	-2	1	-2	-2	4	-5
- COc1ccc(N2CC(C(=O)N[C@H](C(=O)NC3CCCCC3)C(C)C)CC2=O)cc1 (stereo partly specified)
    -5	-4	-6	6	3	7	3	-2	-11	4
- O=C(Nc1ccccc1N1CCN(C(=O)c2ccc(Cl)cc2)CC1)c1cccnc1
    -4	0	-3	-4	-5	2	-4	2	1	1
- CC(=O)c1ccccc1NC(=O)COC(=O)c1cc2ccccc2[nH]1
    -9	2	10	-18	1	-2	1	-1	2	-3
- CC(C)c1nnc(NC(=O)c2ccc3ccccc3c2)s1
    1	-4	-3	-2	-1	-7	0	0	1	-6
- CC(C)(C)OC(=O)NCCc1nnc(SCC(N)=O)o1
    6	5	0	10	1	-5	3	0	-2	6
- COC(=O)C1CCCN1C(=O)c1cccs1 (stereo unspecified)
    0	1	0	5	-1	-2	-2	3	-6	6
- COc1ccc(NC(=O)NC(C)c2ccc3c(c2)OCO3)cc1OC (stereo unspecified)
    2	1	-2	1	0	10	3	2	-5	-2
- CC1CCN(C(=O)COC(=O)c2cc(S(=O)(=O)N3CCOCC3)ccc2Cl)CC1
    3	2	-9	0	1	16	2	3	0	-8
- COCC(=O)N1CCC(Oc2ccc(C(=O)N(C)CCCC3CCCC3)cc2)CC1
    0	2	-11	5	0	1	1	5	3	1
- CC(C)(C)C(=O)OCc1nc(-c2ccc3c(c2)OCCO3)cs1
    -7	-1	-9	-5	-1	4	-3	-5	3	-5

5 compounds from above, ordered by the value under PRMT1 FP inh, falling.
compound | PRMT1 FP inh
CC1CCN(C(=O)COC(=O)c2cc(S(=O)(=O)N3CCOCC3)ccc2Cl)CC1 | 2
COc1ccc(-c2c(C)c3ccc(O)cc3oc2=O)cc1 | 1
Cc1csc(SCC(=O)Nc2ccc(F)cc2Cl)n1 | 0
CC(C)(C)C(=O)OCc1nc(-c2ccc3c(c2)OCCO3)cs1 | -1
COc1ccc(N2CC(C(=O)N[C@H](C(=O)NC3CCCCC3)C(C)C)CC2=O)cc1 (stereo partly specified) | -4

Retrieved by structure from above:
Every second line gives: ABHD4 inh	PRMT1 FP inh	rCAG binder	HTRA1 inhibitor	UHRF1 binding	SIAE inh	NPR1 activator	MBD2 DNA inh	TCR CD3 inh	NPR2 activator
- CC(=O)c1ccccc1NC(=O)COC(=O)c1cc2ccccc2[nH]1
    -9	2	10	-18	1	-2	1	-1	2	-3
- CCOc1cc2[nH]c(=S)n(C3CCN(Cc4ccccc4)CC3)c(=O)c2cc1OCC
    4	2	-3	-6	3	2	0	2	9	1

Of the compounds above, these have two or more sulfur atoms.
Every second line gives: ABHD4 inh	PRMT1 FP inh	rCAG binder	HTRA1 inhibitor	UHRF1 binding	SIAE inh	NPR1 activator	MBD2 DNA inh	TCR CD3 inh	NPR2 activator
- C#CCSC1=C(C#N)C(c2cccs2)C(C(=O)OCC)=C(C)N1 (stereo unspecified)
    -5	10	16	-26	-3	-6	-5	1	4	-5
- Cc1nc2cc(NC(=O)CS(=O)(=O)c3ccccc3)ccc2s1
    3	2	-1	-2	4	0	-1	-2	1	-2
- Cc1csc(SCC(=O)Nc2ccc(F)cc2Cl)n1
    -2	0	0	-5	0	-3	4	-3	7	0
